Cl transport mod – modulators of human KCC2 chloride dependent transport; KCC2 cells, thallium flux FluoZin-2 fluorescence; B-score of Tl+ flux slope (higher = more flux/activation; lower = inhibition) at 10 µM; 2.2% of 190,000 active; AID 1456;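 active = thallium flux slope and its plate-corrected score both differing from the plate sample mean at a set confidence after two filtering rounds, in either direction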;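 also: slope of fluorescence scaled to starting intensity during 10 to 20 s after thallium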
FXIIa inh – blocks human coagulation factor XIIa protease activity | AID 800 | inhibition, % at 5 µM | P00748 | 0.3% of 220,000 active | purified FXIIa, Boc-QGR-AMC fluorogenic substrate, 2 h; in the data active = inhibition above about 40%;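 also: 0% = enzyme with no compound and 100% = blank without enzyme; many of its hits are not listed in these tables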
L929 necroptosis – blocks zVAD induced death of L929 cells; L929 zVAD necroptosis rescue, ATP luminescence, 24 h; with zVAD 60 µM; viability rescue, % at 10 µM; 0.38% of 220,000 active; AID 1377;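 active = activation, scaled between plate controls, above about 75%, limit read from the data; inactive = activation under that limit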;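 also: 0% = zVAD with DMSO and 100% = DMSO alone without zVAD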
Thrombin inh – inhibitors of human thrombin; P00734; alpha-thrombin, Boc-VPR-AMC fluorogenic substrate cleavage; inhibition, % at 5 µM; 0.26% of 220,000 active;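 active = inhibition at or above 40%; inactive = inhibition below 40%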;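 also: 0% = enzyme with no compound and 100% = wells without enzyme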
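Material: Human alpha-thrombin protein | Buffer or medium: pH 7.5 Tris-saline with Tween 20 | Reagent: Boc-VPR-AMC substrate, 15 µM final | Schedule: Reaction at ambient temperature | Detection: AMC fluorescence at 355 nm excitation and 460 nm emission | Evaluation: Percent inhibition scaled between no-compound controls and no-enzyme blanks | Controls: no-compound enzyme wells and no-enzyme blanks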
TNF necrop inh – inhibitors of TNF-alpha induced necroptosis in Jurkat FADD-/- cells. AID 463075. 0.068% of 220,000 active. activation (protection from cell death), % at 10 µM. Jurkat FADD-/- TNF necroptosis rescue, ATP luminescence, 24 h; 0 = TNF only, 100 = no-TNF cells;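 active = activation, meaning protection from cell death, of at least 50% relative to plate controls; inactive = activation below 50%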;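 also: necroptosis triggered by 40 ng/mL TNF-alpha added together with compound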
Rad51 HR inh – blocks human Rad51 in homologous recombination; hRad51 DNA strand exchange, fluorescence dequenching; inhibition, % at 10 µM; 0.085% of 200,000 active;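 active = inhibition above 40% at the single screening dose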;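 also: 0% = DMSO control wells and 100% = blanks with heterologous ssDNA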
Target sequence (Q06609 whole entry, looked up): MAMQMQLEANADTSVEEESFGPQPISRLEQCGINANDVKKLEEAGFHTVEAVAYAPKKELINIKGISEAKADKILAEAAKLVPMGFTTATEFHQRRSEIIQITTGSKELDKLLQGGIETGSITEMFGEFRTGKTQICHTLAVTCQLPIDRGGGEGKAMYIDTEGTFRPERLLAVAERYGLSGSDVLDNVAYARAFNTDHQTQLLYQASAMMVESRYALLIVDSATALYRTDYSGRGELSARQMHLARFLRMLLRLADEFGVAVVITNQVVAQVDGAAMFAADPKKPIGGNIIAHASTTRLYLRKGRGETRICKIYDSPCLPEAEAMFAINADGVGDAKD
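System: hRad51 filaments on single-stranded DNA; reagent: Fluorescein- and BHQ1-tagged 47-mer duplex; compound dosing: one concentration, 10 µM final; timing: filaments 15 min 37 °C, then compound 30 min; measured by: fluorescein emission 520 nm, excitation 485 nm; benchmarks: per-plate controls and blanks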
Hck-Nef inh – blocks Nef-activated human Hck kinase; Recombinant Hck-YEEI plus Nef, Z-Lyte FRET kinase assay; inhibition, % at 20 µM; 0.68% of 220,000 active; AID 463187;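 active = Hck-Nef kinase inhibition above about 50%, limit read from the data; inactive = inhibition below that limit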;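 also: 0% = DMSO with Hck plus Nef and 100% = Hck alone without Nef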
FXIa inh – inhibitors of human coagulation factor XIa. P03951. purified FXIa, Boc-Glu-Ala-Arg-AMC fluorogenic substrate. inhibition, % at 5 µM. 0.14% of 220,000 active;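 active = inhibition of at least 40%; inactive = inhibition below 40%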;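 also: fluorescence of freed AMC excited at 355 nm; 0% = enzyme without compound and 100% = no enzyme blank; many of its hits are not listed in these tables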
Target sequence (P03951 19-387 limits assumed): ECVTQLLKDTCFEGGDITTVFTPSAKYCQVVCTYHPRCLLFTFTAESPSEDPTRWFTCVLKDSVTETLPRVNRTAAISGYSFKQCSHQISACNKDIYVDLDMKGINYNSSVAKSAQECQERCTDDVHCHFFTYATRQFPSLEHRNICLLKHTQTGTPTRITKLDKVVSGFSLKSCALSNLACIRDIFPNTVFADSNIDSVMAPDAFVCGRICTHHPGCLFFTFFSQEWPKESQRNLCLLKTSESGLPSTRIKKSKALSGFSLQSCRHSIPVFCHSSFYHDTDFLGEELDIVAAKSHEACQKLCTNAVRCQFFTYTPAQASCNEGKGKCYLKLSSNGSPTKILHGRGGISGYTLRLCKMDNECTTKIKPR
Target sequence (P03951 388-625 limits assumed): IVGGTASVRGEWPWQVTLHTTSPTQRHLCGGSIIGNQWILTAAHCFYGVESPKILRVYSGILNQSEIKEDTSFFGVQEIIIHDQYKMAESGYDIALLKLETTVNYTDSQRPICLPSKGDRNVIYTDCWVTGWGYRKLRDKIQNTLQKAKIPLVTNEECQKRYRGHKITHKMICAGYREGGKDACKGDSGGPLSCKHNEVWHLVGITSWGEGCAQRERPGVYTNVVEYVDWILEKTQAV
hK5 inh – blocks human kallikrein 5 protease activity | Q9Y337 | recombinant hK5, fluorogenic AMC substrate cleavage | inhibition, % at 5 µM | 0.59% of 210,000 active;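 active = inhibition of 40% or more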;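 also: 0% = enzyme controls without compound and 100% = no-enzyme blanks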
An asterisk follows results filed as active; i = inactive; / = not tested or not shown.

SMILES	Cl transport mod	FXIIa inh	L929 necroptosis	Thrombin inh	TNF necrop inh	Rad51 HR inh	Hck-Nef inh	FXIa inh	hK5 inh
CCOC(=O)CNC(=O)N1CCCC(C(=O)c2ccc3c(c2)OCO3)C1 (stereo not drawn)	0.084	6	0.1	-9	0.7	16	23	-7	0
CC(Sc1ccccc1)C(=O)N/N=C/c1cccnc1 (stereo not drawn)	0.065	-1	4.8	-6	0.0	10	16	-10	-2
COCCCNCCOc1cc(C(C)C)ccc1C	/	6	-0.1	-3	-0.2	-15	1	-2	-2
CC(CNC(=O)c1cc(Cl)ccc1[N+](=O)[O-])NC(=O)c1cc(Cl)ccc1[N+](=O)[O-] (stereo not drawn)	-0.36	8	0.0	-6	-1.4	5	-2	1	3
O=C(Nc1nonc1-c1ccc(Cl)cc1)c1ccccc1	3.6	10	0.2	-5	-1.0	4	19	1	3
Cc1ccc(-n2nc(C(=O)O)cc2-c2ccccc2)cc1	/	14	0.3	9	0.5	-3	2	8	35
NS(=O)(=O)c1cc(C(=O)N2CCc3ccccc32)c(Cl)cc1Cl	/	10	-0.3	6	-6.4	1	1	2	3
CCOC(=O)c1csc(NC(=O)CSc2nnnn2-c2ccc(OC)cc2)n1	-0.0039	-1	0.8	-4	0.4	-2	1	0	-1
N#C/C(=C/c1ccc(N2CCCCC2)o1)C(=O)Nc1ccc2ccccc2c1	i	12	3.6	-1	2.0	i	0	6	-15
CN(C)CCCNC(=S)Nc1ccc(Oc2ccccc2)cc1	0.018	1	0.2	2	-2.0	-20	14	18	-9
COCCNC(=O)c1ccccc1-c1ccccc1C(=O)O	1.6	-10	0.2	-4	-0.6	13	0	-4	-7
O=C1N/C(=N\N=C\c2cccs2)SC1Cc1cccc(Cl)c1 (stereo not drawn)	0.12	5	10	-15	-5.1	5	1	1	-8
CN(C)c1nc(N)nc(-c2cccnc2)n1	-0.47	5	0.1	4	0.7	-7	0	5	2
C1=C(CCNc2ncnc3c2cnn3-c2ccccc2)CCCC1	/	2	/	-2	/	-3	/	-1	-9
CC(=O)Nc1ccc(OCC(O)Cn2ccnc2C)cc1 (stereo not drawn)	0.42	11	-0.3	5	-0.1	25	-28	11	-5
Cc1cccc(NC(=O)CN(C)S(=O)(=O)c2cccc3cccnc23)c1C	0.42	8	0.0	-3	-0.6	6	19	-2	-4
O=[N+]([O-])c1nn(-c2ccc3c(c2)OCCO3)n(O)c1=NCc1ccc(F)cc1	-1.4	5	0.1	-8	-1.2	-6	-2	-2	-7
COc1cccc(OC(=O)CSc2nnc(-c3ccccc3Br)o2)c1	-1.7	15	-0.2	21	-2.5	-7	-1	8	33
COc1ccc(NC(=O)N2Cc3ccccc3CC2C(=O)NC(C)(C)C)cc1 (stereo not drawn)	/	-9	-0.3	0	-3.0	11	0	-1	23
COCCNC(=O)/C(C#N)=C/c1ccc(C(=O)O)cc1	-0.59	-8	4.7	0	1.6	10	-8	-5	-21
Clc1ccc(C2=NOC(c3nnc(-c4ccccc4)o3)C2)cc1 (stereo not drawn)	-0.067	3	-1.0	-4	1.3	0	30	-1	0
Cc1ccc(-c2cc(C(=O)N/N=C/C=C/c3ccccc3)n[nH]2)o1	0.35	8	4.4	-3	3.8	6	2	1	1
COc1ccc(CCNS(=O)(=O)c2c(N)n(C)c(=O)n(C)c2=O)cc1OC	1.2	8	4.5	-6	-0.3	4	20	-1	1
CCOC(=O)c1ccc(NC(=O)CSc2nnc(C3CCCCC3)n2C)cc1	0.54	2	-0.2	-3	-0.5	8	16	-6	-2
CNC(=S)NNC(=O)c1cccs1	1.3	6	0.6	-4	-0.2	9	7	-1	0
Other structures.
SMILES	Cl transport mod	FXIIa inh	L929 necroptosis	Thrombin inh	TNF necrop inh	Rad51 HR inh	Hck-Nef inh	FXIa inh	hK5 inh
N=c1scc(-c2ccccc2)n1/N=C/c1ccco1	-2.5	5	2.0	-14	0.1	-4	3	3	-6
CC(C)NS(=O)(=O)c1ccc(OCC(=O)Nc2ccc3c(c2)OCO3)c(Cl)c1	/	16	0.1	1	0.5	-10	7	14	-8
OC(CNCc1ccco1)COc1ccccc1 (stereo not drawn)	/	12	0.8	-10	0.8	-3	7	-3	-23
O=C(Nc1cccnc1)c1cccnc1Cl	/	6	0.2	2	-0.4	-2	0	0	0
O=C(CSc1nnc(SCc2cccc3ccccc23)s1)Nc1ccc(C(=O)O)cc1	-2.2	4	0.0	4	-1.3	35	9	2	-1
C/C(=N\NC(=O)CSc1nc2ccccc2c(=O)n1-c1ccccc1C)c1cccs1	0.21	9	0.5	0	1.0	-2	5	3	-22
CCOc1ccc2nc(NC(=O)/C=C/c3ccc4c(c3)OCO4)sc2c1	0.39	11	0.0	-3	2.0	0	27	5	-14
CCOc1ccccc1/C=N/NC(=O)CNC(=O)COc1ccccc1	-0.45	6	0.3	-4	0.0	/	-55	-1	7
O=C(CSc1ccc(-c2ccncc2)nn1)N1CCCC1	0.026	8	-1.4	-7	-0.5	-3	15	15	3
COc1ccc2c(c1)C(=O)N(c1ccccc1)C(=O)C2	2	11	-0.4	5	-1.5	-4	-1	1	-10
Nc1cccc(C(=O)Nc2ccco2)c1	-0.1	-1	-0.1	-1	-1.8	2	4	-2	3
CCOc1ccc(OCc2ccc(C(=O)N3N=C(C(F)F)CC3(O)C(F)F)o2)cc1 (stereo not drawn)	0.42	13	0.5	-1	-0.1	0	-4	0	-4
CCS(=O)(=O)Nc1ccc2c(c1)OCO2	0	7	21	-7	2.0	-2	20	-2	-1
N#CCCN(C(=O)COC(=O)c1ccc(S(=O)(=O)Nc2ccccc2)cc1)c1ccccc1	-0.025	4	0.5	-8	1.4	-1	0	-3	-16
COc1ccc(-n2c(=S)[nH]c(=O)c3cccnc32)cc1	0.018	0	0.4	2	1.0	-30	-7	0	1
Cc1nn(-c2ccccc2)c(N2CCCC2)c1/C=C1\N=C(c2ccc(F)cc2)OC1=O	-0.076	12	0.1	2	0.2	-13	-28	6	-5
Cc1nn(CCOc2ccccc2)c(=O)n1-c1ccc(Cl)cc1	0.08	11	-1.3	2	14	-10	16	2	3
CC1Oc2ccccc2C=C1/C=N/Nc1ccc(C(=O)O)cc1 (stereo not drawn)	0.37	11	0.7	-2	-0.5	-5	17	3	5
CC(C)(C)C(=O)Cn1c(=N)n(Cc2ccccc2Cl)c2ccccc21	/	13	-1.2	0	-0.7	-17	1	-1	-25
Cc1ccc(NC(=O)CCN2C(=O)c3cccc4cccc(c34)C2=O)cc1	0.24	12	1.1	3	-0.3	1	10	-1	-3
CCOc1ccccc1NC(=O)C1CCCN1C(=O)OCc1ccccc1 (stereo not drawn)	-1.9	-7	-1.1	-6	1.7	/	-5	-7	34
CC(C)NC(=O)CSc1nc2ccccc2n1-c1ccccc1	-0.33	13	0.1	9	-0.5	0	3	11	18
O=S(=O)(NC1CC1)c1ccc(S(=O)(=O)N2CCc3ccccc32)cc1	-0.3	3	-0.2	-6	-3.6	4	-1	-2	1
Cc1cccc2nc(CSc3nc4ccccc4o3)cn12	-1.6	7	1.3	-6	2.5	-4	0	4	-18
CCOC(=O)c1cc2c(=O)n3ccccc3nc2n(C(C)C)c1=NC(=O)c1ccncc1	/	2	0.4	0	-2.3	7	11	-5	-117

Given as a markdown table: part of the list above.
| Molecule | Cl transport mod | FXIIa inh | L929 necroptosis | Thrombin inh | TNF necrop inh | Rad51 HR inh | Hck-Nef inh | FXIa inh | hK5 inh |
| --- | --- | --- | --- | --- | --- | --- | --- | --- | --- |
| COc1ccc(-n2c(=S)[nH]c(=O)c3cccnc32)cc1 | 0.018 | 0 | 0.4 | 2 | 1.0 | -30 | -7 | 0 | 1 |
| Cc1nn(-c2ccccc2)c(N2CCCC2)c1/C=C1\N=C(c2ccc(F)cc2)OC1=O | -0.076 | 12 | 0.1 | 2 | 0.2 | -13 | -28 | 6 | -5 |
| Cc1nn(CCOc2ccccc2)c(=O)n1-c1ccc(Cl)cc1 | 0.08 | 11 | -1.3 | 2 | 14 | -10 | 16 | 2 | 3 |

(list continues)
SMILES	Cl transport mod	FXIIa inh	L929 necroptosis	Thrombin inh	TNF necrop inh	Rad51 HR inh	Hck-Nef inh	FXIa inh	hK5 inh
COc1ccc(/C=N/N2C(=O)CSC2=S)cc1	-0.1	14	0.0	6	-0.1	4	4	1	-23
CCOC(=O)Cn1c(=O)c(-c2cc(Br)ccc2N)nc2ccccc21	/	13	-0.7	0	2.5	-132	23	1	1
COCCNC(=O)C1CC2Cn3c(nc4ccccc43)C2N1C (stereo not drawn)	-0.33	6	0.9	0	2.7	2	26	1	2
O=C(C1CCN(S(=O)(=O)c2cnc[nH]2)CC1)N(CCc1ccccc1)Cc1ccccc1	-0.003	11	0.0	-3	-1.4	/	7	-1	/
COc1ccc(NC(=O)C2CCCN(S(=O)(=O)c3ccc4c(c3)oc(=O)n4C)C2)cc1OC (stereo not drawn)	/	11	0.7	0	0.1	4	4	2	1
CCCCCC(=O)NC(CC(=O)OC)c1ccc2c(c1)OCO2 (stereo not drawn)	-0.019	11	1.0	-5	-2.4	0	-1	-7	-4
Cc1cc(C)nc(NC(=O)c2c(-c3ccccc3Cl)noc2C)c1	0.3	1	0.5	-5	1.0	/	5	3	-6
COc1ccc(S(=O)(=O)NNC(=O)c2csc(-n3nc(C)cc3C(F)(F)F)n2)cc1OC	0.95	27	1.0	-6	-0.2	-2	-2	4	-5
Cc1cc(=O)[nH]c(SCC(=O)N2CCN(S(=O)(=O)c3ccccc3)C2)n1	-0.5	-3	1.2	-2	0.0	0	3	-9	-12
CC(C)C1C(C#N)=C(N)Oc2n[nH]c(-c3cccs3)c21 (stereo not drawn)	-2.9	-6	0.5	-4	-4.4	-8	3	-10	1
Fc1ccc(NCc2nnc(SCc3ccccc3)o2)cc1	-3	1	17	-4	22	6	15	-4	-1
COc1ccc(-c2nc(SCC(=O)NCc3ccco3)c(-c3ccccc3)[nH]2)cc1OC	/	4	-0.5	-3	-1.0	-2	1	6	-25
Cc1noc(/C=C/N(C)C)c1S(=O)(=O)N1CCCC(C(=O)NC(C)c2ccccc2)C1 (stereo not drawn)	/	11	2.0	3	-1.3	-3	4	20	3
CCOc1ccccc1Nc1nnc(SCC(=O)N2CCCC2)s1	0.7	15	-0.4	-6	-0.6	1	1	-4	-5
O=C(CSc1nnc(SCc2ccc(Cl)cc2)s1)N1CCOCC1	-1.3	5	1.6	-4	-0.2	-10	-2	-2	12
Cc1ccc(C)c2[nH]c(=O)c(CCNC(=O)c3ccc(Br)o3)cc12	/	/	-0.4	/	-0.8	-1	15	/	/
Cc1ccc(C(=O)NC(=S)Nc2ccc(N3CCOCC3)cc2)c(C)c1	1.2	2	-0.4	5	1.8	8	36	-3	6
Cc1ccc(N(C)C(=O)C2CCCN2S(=O)(=O)c2ccc3c(c2)n(C)c(=O)c(=O)n3C)cc1 (stereo not drawn)	0.36	4	-0.2	-6	5.3	/	-8	1	-1
CCN1CCN(CC(O)COC(c2ccccc2)c2ccccc2)CC1 (stereo not drawn)	0.062	-2	-0.4	/	2.0	2	18	-3	-7
COC(=O)Nc1ccc(S(=O)(=O)N2CCCC(C(=O)NC3CCCCC3)C2)cc1 (stereo not drawn)	0.77	-1	1.5	4	1.4	8	9	-3	-19
O=C(/C=C/c1cccc([N+](=O)[O-])c1)NC1CC2CCC1C2 (stereo not drawn)	1.1	9	1.8	-6	4.8	/	1	10	-19

Compound activity deposited in PubChem BioAssay by several laboratories.

The list is partial, so the mix of outcomes need not match the whole.
